Compound activity as filed in PubChem.
yeast bub3: NCI yeast anticancer drug screen, S. cerevisiae bub3 mutant strain. 78,000 compounds, 9.9% hits. % growth inhibition at 50 µM;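 also: 0% = growth of vehicle-only cultures of the same strain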
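Growth of a checkpoint-deficient yeast mutant is measured after compound exposure. Values represent inhibition relative to vehicle.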
sgs1 mgt1: NCI yeast anticancer drug screen, S. cerevisiae sgs1 mgt1 strain. 78,000 compounds, 10% hits. % growth inhibition at 50 µM. AID 161;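 also: 0% = growth of vehicle-only cultures of the same strain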
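Inhibition of yeast growth, normalised to vehicle-treated controls, is reported for a strain bearing genetic alterations in DNA damage repair.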
yeast mlh1 rad18: NCI yeast anticancer drug screen, S. cerevisiae mlh1 rad18 strain; % growth inhibition at 50 µM; 79,000 compounds, 11% hits; AID 175;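 also: 0% = growth of vehicle-only cultures of the same strain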
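Compound-treated yeast growth, normalised to vehicle controls. Strain bears defined DNA repair mutations.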
yeast mec2-1: NCI yeast anticancer drug screen, S. cerevisiae mec2-1 strain | growth inhibition, % at 50 µM | 79,000 compounds, 9% hits | AID 157;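 also: 0% = growth of vehicle-only cultures of the same strain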
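Growth inhibition is read against vehicle-treated controls after compound exposure of the mec2-1 yeast strain, which is defective in DNA damage repair or cell cycle control.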
yeast rad50: NCI yeast anticancer drug screen, S. cerevisiae rad50 strain. % growth inhibition at 50 µM. 79,000 compounds, 10% hits;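 also: 0% = growth of vehicle-only cultures of the same strain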
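Growth of the mutant yeast was measured after compound exposure and referenced to vehicle-treated cultures.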
yeast cln2 rad14: NCI yeast anticancer drug screen, S. cerevisiae cln2 rad14 strain. growth inhibition, % at 50 µM. 78,000 compounds, 8.3% hits;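 also: 0% = growth of vehicle-only cultures of the same strain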
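Growth inhibition, relative to vehicle-treated controls, is the read-out. The test organism is a yeast strain with defined genetic alterations, cln2 rad14.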
An asterisk follows results filed as active; · = not tested or not shown; & = joins results of further samples. Rule as the data show it: active = growth inhibition above about 70%; inactive = the rest.

Below each SMILES: yeast rad50, yeast mlh1 rad18, sgs1 mgt1, yeast bub3, yeast mec2-1, yeast cln2 rad14
O=[N+]([O-])c1ccccc1C(c1ccc2ccccc2c1O)N1CCOCC1 (stereo not drawn)
  98*, 95*, 95*, 96*, 98*, 97*
O=C(Nc1ccccc1)OCCN=c1c2ccccc2ccc2ccccc12
  84*, 87*, 88*, 90*, 91*, 83*
COCC(=O)c1ccccc1-c1ccccc1
  14, 1, 3, -11, -3, -4
CC(=O)OC1CCC(C(C)(C)C)CC1 (stereo not drawn)
  -13, -16, -19, -28, -41, 2
O=C1C=CC(=NCl)C=C1
  -19, 11, 4, 1, -25, -22
COc1cccc2c1[C@@]1(C)C3C(=O)OC(C)(c4ccccc43)[C@@]1(C)C2=O (stereo partly drawn)
  39, 9, -7, -4, 21, 23
Cn1c(=O)c2c(nc(NCCNc3nc4c(c(=O)n(C)c(=O)n4C)n3C)n2C)n(C)c1=O
  2, -32, -46, -21, -3, -25
O=C(N/N=C/c1ccccn1)C1CCCO1 (stereo not drawn)
  -1, -9, -3, -32, -3, -76
Cc1ccc(S(=O)(=O)N/N=C2\CC[C@H]3[C@@H]4CC=C5C[C@@H](O)CC[C@]5(C)[C@H]4CC[C@]23C)cc1
  95*, 96*, 76*, 91*, 95*, 97*
CSc1cc(=O)n2c3ccccc3c3ccnc1c32
  20, 18, 17, 17, -5, 11
N#CSCc1ccc(CSC#N)c(Br)c1
  20, 43, 8, 10, 15, 19
CCSC(SCC)C1OC(C)(C)OC1C1COC(C)(C)O1 (stereo not drawn)
  5, -21, 14, 7, 8, -2
Nc1nc(=O)n(C2OC(CO)C(O)C2O)cc1Cl (stereo not drawn)
  5, -13, -8, 5, 6, -1
CCN(C(=S)c1ccccc1OC)c1cccc(C)c1
  -17, 13, 8, -2, 7, -3
COc1cc(C#N)cc(OC)c1OC
  26, -12, 3, 2, -15, 1
Oc1ccccc1O
  12, 8, 9, -2, 7, -12
O=c1c2ccccc2nc(-c2ccccc2)n1/N=C/c1cccnc1
  1, 41, 31, 8, 49, -11
O=C(C1=NNCC1c1ccccc1)c1cccc([N+](=O)[O-])c1 (stereo not drawn)
  20, 18, 37, 32, 8, 8
COC(=N)CCCl
  -1, 2, 11, -5, -4, 7
COc1ccc(NC(=O)c2cc(OC)cc(OC)c2)cc1
  -52, -34, -23, -48, -50, -30

Reformatted as labelled records: part of the list above.
> O=C(Nc1ccccc1)OCCN=c1c2ccccc2ccc2ccccc12
  yeast rad50: 84*; yeast mlh1 rad18: 87*; sgs1 mgt1: 88*; yeast bub3: 90*; yeast mec2-1: 91*; yeast cln2 rad14: 83*
> COCC(=O)c1ccccc1-c1ccccc1
  yeast rad50: 14; yeast mlh1 rad18: 1; sgs1 mgt1: 3; yeast bub3: -11; yeast mec2-1: -3; yeast cln2 rad14: -4

Next part:
Below each SMILES: yeast rad50, yeast mlh1 rad18, sgs1 mgt1, yeast bub3, yeast mec2-1, yeast cln2 rad14
OC1c2ccccc2-c2ccccc21
  36, 25, -15, 7, 1, -22
N#CC(CCc1ccccc1[N+](=O)[O-])(CCc1ccccc1[N+](=O)[O-])C(N)=O
  19, 39, 24, 17, 6, -18
CC(C)(S)C(NC(=O)C(F)(F)F)C(=O)O (stereo not drawn)
  5, 10, -10, 3, -17, 7
CC(C)(C)OC(=O)NCCNC(=O)OCc1ccccc1
  4, 0, -17, -4, -12, 4
N#CC/C(C#N)=C1/C=CCC1
  -8, -4, -11, 0, 17, 14
O=C(CC(=O)c1ccc(OC(=O)c2ccccc2)cc1O)c1ccccc1
  -13, -28, -3, 8, -5, -16
CCCSc1cc(Cl)c(C)cc1S(=O)(=O)n1cc[nH]c1=O
  12, 36, 9, 13, 7, 6
CNC(C#N)c1ccco1 (stereo not drawn)
  11, 22, 16, 13, -17, 8
O=NNc1nc2ncccc2cc1-c1ccccc1Cl
  -8, -8, -6, -22, -6, 10
COC(=O)c1ccc(N=NN(C)CN=[N+]=[N-])cc1
  13, 3, 21, 11, 20, -21
COc1cc(Cc2n[nH]c(=S)n2-c2ccccc2)c(S(N)(=O)=O)cc1OC
  10, 11, -3, 0, 1, 9
NC(CSS(=O)(=O)O)C(=O)O (stereo not drawn)
  3, 3, -2, -13, -2, -32
Nc1cnc(Nc2cccc3ccccc23)o1
  -26, -16, -14, 9, -35, 0
Clc1nc2ccccc2nc1N1CCCCCC1
  -18, 5, 26, 76*, -7, -21
CCOC(=O)NC(=O)c1cn(CC(=O)NCC(=O)NCC(=O)N2CCN(CCn3c(C)nc(C(N)=O)c3N)CC2)c(=O)[nH]c1=O
  13, -5, 5, 3, 9, -19
COC(=O)C(=O)C(C(=O)C1=NS(=O)(=O)c2cc(S(N)(=O)=O)c(Cl)cc2N1)c1nc2ccc(C(=O)c3ccccc3)cc2[nH]c1=O (stereo not drawn)
  -10, -19, -18, -20, -18, 6
CC(C)C1=CC2=CCC3C(C)(C(=O)O)CCCC3(C)C2CC1 (stereo not drawn) (tested in a mixture with another compound)
  76*, 89*, 76*, 89*, 76*, 89*
CN(C)CCCNc1ccc2nnn3c4ccc([N+](=O)[O-])cc4c(=O)c1c23
  69, 80*, 46, 66, 35, 55
CC1(C)C2CCC(CC(=O)O)C1C2 (stereo not drawn)
  21, -2, 11, 21, 20, -1
COc1cc(C(=O)Nc2ccccc2)cc(OC)c1OC
  -15, -1, -6, -3, -7, 3
O=C(NC/C(Cl)=C/Cl)Nc1c2ccccc2nc2ccccc12
  -19, 33, 29, 22, -11, 20
CC(=O)NNC(=S)/N=C\c1c(O)c2ccccc2oc1=O
  -50, -38, -34, -39, -46, -13
N#Cc1nnn(-c2ccccc2)n1
  24, 22, 3, 4, 14, -16
CC12CCC(=O)C=C1CCC1C2C(O)CC2(C)C(c3csc(N)n3)CCC12 (stereo not drawn)
  99*, 96*, 98*, 97*, 97*, 95*
COC1=C(O)C(=O)C(OC)=C(O)C1=O
  -20, -20, -14, 10, -9, -1
CCN(CC)CCOC(=O)c1c(C)c(C)cc(C)c1C
  -17, -8, -6, -8, -5, -30
CC(C)=CC1C(C(=O)O)C1(C)C (stereo not drawn)
  6, 10, 3, 8, -13, -3
CC1CCC(C(C)C)C(OS(=O)(=O)c2ccccc2)C1 (stereo not drawn)
  0, 2, -10, 12, -27, 17
CCOC(=O)C(C#N)(CC(=O)OC)C(c1cccc2ccccc12)c1cccc2ccc3ccccc3c12 (stereo not drawn)
  8, -5, 0, -4, -8, 5
COC(=O)NC(=O)c1cn(C2OC(CO)C(O)C2O)c(=O)[nH]c1=O (stereo not drawn)
  26, 43, -12, 5, -5, 13
CCC(C)NCCNCCNC(C)CC (stereo not drawn)
  -9, 1, ·, ·, -11, ·
CC1CC(=O)N2CCCNC2=C1C#N (stereo not drawn)
  -1, 26, 13, 4, 5, 19
C[N+]1=CN(c2ccc(Cl)cc2)Cc2cc(Cl)ccc21
  31, 34, 26, 40, -12, 13
[Co+2].[NH-]C(Cc1ccc(O)cc1)C(=O)O.[NH-]C(Cc1ccc(O)cc1)C(=O)O (stereo not drawn)
  56, 34, 6, 16, 10, 16
COc1ccc(C2=C(OC(=O)N(C)C)c3cccn3-c3cc(Cl)ccc3S2)cc1
  -7, -6, 2, 0, 2, -2
CC(=O)OC1CCC2(C)C(C1)CC(OC(C)=O)C1C2CCC2(C)C(C(C)CCC(=O)O)CCC12 (stereo not drawn)
  9, 19, 12, -11, 11, -2
O=C(Nc1ccc(Cl)cc1[N+](=O)[O-])N1CCN(c2ccccc2)CC1
  -8, 28, 29, 44, 22, -10
CN(C)Cc1c[nH]c2nc[nH]c(=O)c12
  -1, -16, -31, -10, -31, 6
N#Cc1n[nH]n(-c2ccc(Br)cc2)c1=O
  -18, -9, 10, -19, -14, -4
CC1(CCC(=O)O)NC(=S)N(c2ccccc2)C1=O (stereo not drawn)
  -10, 13, 12, 2, 5, -3
CN(C)Cc1cc(C(=O)/C=C/c2ccc(F)cc2)cc(CN(C)C)c1O
  -42, 3, -14, 2, -8, -3
N#CNC1=NCOCN1
  22&-2, 18&64, 9&14, -9&10, 1&22, 19&13
C=CCn1cc(C(=O)NC(=O)NCCCCCOC(=O)CCCCCCCCCCC(=O)OCCCCCNC(=O)NC(=O)c2cn(CC=C)c(=O)n(C)c2=O)c(=O)n(C)c1=O
  -12, -26, -25, -11, -25, -12
CC1CCC2(OC1)OC1CC3C4CCC5CC(OC6OC(COC7OC(CO)C(O)C(O)C7O)C(OC7OC(C)C(O)C(O)C7O)C(O)C6O)CCC5(C)C4CCC3(C)C1C2C (stereo not drawn)
  42, 51, 28, 3, 6, -6
CN(C)c1ccc(/C=C2\C[N+](C)(C)C/C(=C\c3ccc(N(C)C)cc3)C2=O)cc1
  7, 33, 9, -3, 3, -3
CCCCCCCCCCCCCCCCN(C)C(=S)c1ccc(OC)cc1
  25, -8, -2, -1, -3, -3
C=CCCCCCCCCC(=O)NCCN1CCOCC1
  84*, 98*, 99*, 92*, 94*, 94*
O=C1N[C@H]2[C@H](CS[C@H]2CCCCC(=O)N(CCP(c2ccccc2)c2ccccc2)CCP(c2ccccc2)c2ccccc2)N1
  59, -27, -6, 8, 16, -19
CCCCN=C1Nc2nc(=NCCCC)nc3c(Br)cc(Br)c(n23)N1
  37, 22, 5, -5, 20, 23
c1ccc2c(c1)ccc1c2ccc2sc3ccccc3[n+]21
  92*, 91*, 91*, 74*, 54, 70
CCCCN(CCO)CC(O)Cn1cnc2c(N)ncnc21 (stereo not drawn)
  17, 21, 9, -6, 14, 1
Cc1nc(O)c([N+](=O)[O-])c(=O)[nH]1
  -23, -1, -25, -11, -12, 2
Cc1cc(N)c(N=Cc2ccccc2[N+](=O)[O-])cc1C
  26, 21, 40, 25, 12, -59
Cc1ccc2c(=O)c3ccccc3sc2c1
  20, 0, -23, 7, -28, -22
COc1nc(NC2OCC(OC(C)=O)C(OC(C)=O)C2OC(C)=O)c(N=CC=Nc2c(NC3OCC(OC(C)=O)C(OC(C)=O)C3OC(C)=O)nc(OC)n(C)c2=O)c(=O)n1C (stereo not drawn)
  4, 3, -7, -7, -23, -13
Sc1ccc2ccccc2c1
  12, -30, -23, -17, 9, -38
CSc1nc2c(nc(N)n2C2OC(CO)C(O)C(O)C2O)c(=O)[nH]1 (stereo not drawn)
  -14, -9, -2, -6, 8, -1
C=CCSc1nc2ccc(NCn3c(=S)sc4ccccc43)cc2s1
  72*, 57, 86*, 42, 65, 47
CCn1c(=O)c2ccccc2c2cc([N+](=O)[O-])ccc21
  8, -3, 3, 12, 18, 17
O=C(O)COc1ccccc1C1CCCCC1
  0, -2, 6, -19, 8, -5

Additional entries follow:
Below each SMILES: yeast rad50, yeast mlh1 rad18, sgs1 mgt1, yeast bub3, yeast mec2-1, yeast cln2 rad14
O=C1NC(=O)C(=Nc2cccc3c(=O)[nH][nH]c(=O)c23)C(c2nc3ccccc3s2)C1=O (stereo not drawn)
  20, 5, -13, -3, -10, 9
CCOC(=O)CCc1ccco1
  3, 15, -4, 9, -6, 4
CC1Cc2c([nH]c(=O)n(-c3ccccc3)c2=O)O1 (stereo not drawn)
  -5, -11, -5, -36, -8, -25
O=C(Nc1ccccc1)Nc1ccc([N+](=O)[O-])cc1[N+](=O)[O-]
  26, 21, 27, 12, 6, 20
COc1ccccc1C(=O)OCC1CCCN2CCCCC12 (stereo not drawn)
  91*, 90*, 92*, 91*, 93*, 91*
O=c1c(F)cn2c(=O)n1CCCCCCCn1c(=O)c(F)cn(c1=O)CCCCCCC2
  1, 2, 2, -13, -24, 1
O=c1cc[nH]c2ccc([N+](=O)[O-])cc12
  -16, -7, -13, -6, -23, -2
CN=C(N)N/N=C/COc1ccc(C)cc1
  11, 26, 31, 16, 9, 16
O=c1ccccc(Br)c1O
  99*, 99*, 100*, 98*, 98*, 93*
S=C1SC(=Nc2ccccc2)C(=Nc2ccccc2)N1c1ccc2ccccc2c1
  8, 24, 28, 28, 9, 13
CC(=O)Nc1cc(C)cc(C)n1
  17, 10, 16, -1, 1, 0
COC(=O)N1c2ccccc2C(c2ccccc2)=NC1C#N (stereo not drawn)
  7, 22, 37, -6, -2, -9
COc1ccc(-c2cc(=O)c3cc(C)c(C)c(C(=O)O)c3o2)cc1
  -10, 1, -5, -9, -3, 11
CC(C)(C)c1ccc(CCO)cc1
  34, 20, 12, -4, 5, -8
CN1CCC(C)(c2ccccc2)C(=O)C1 (stereo not drawn)
  2, 13, 11, -10, 4, -29

Limited to yeast rad50 and yeast mec2-1, for 6 of the compounds above:
molecule	yeast rad50	yeast mec2-1
Cn1c(=O)c2c(nc(NCCNc3nc4c(c(=O)n(C)c(=O)n4C)n3C)n2C)n(C)c1=O	2	-3
C[N+]1=CN(c2ccc(Cl)cc2)Cc2cc(Cl)ccc21	31	-12
O=C(NC/C(Cl)=C/Cl)Nc1c2ccccc2nc2ccccc12	-19	-11
CC1CC(=O)N2CCCNC2=C1C#N (stereo not drawn)	-1	5
O=NNc1nc2ncccc2cc1-c1ccccc1Cl	-8	-6
CC(C)(S)C(NC(=O)C(F)(F)F)C(=O)O (stereo not drawn)	5	-17
